From PubChem BioAssay
CatB inh = human cathepsin B inhibitors, primary screen, biochemical, fluorogenic substrate; inhibition, %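 (tested at 10 µM)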; purified cathepsin B, fluorescence; P07858; 0.1% of 63,000 active; in the data active means inhibition above about 21%;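 further: 0% = enzyme with no compound and 100% = no enzyme blank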
FXIIa mix inh = human factor XIIa inhibitors, primary screen, biochemical, pooled compound mixtures, fluorogenic substrate. Coagulation factor XII (Homo sapiens), P00748. purified FXIIa. inhibition, % at 5 µM. 0.2% of 62,000 active. AID 684, 2007;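 further: 0% = enzyme without compound and 100% = no enzyme blank; some results filed as inactive read as strong as hits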
Target sequence (P00748 20-372 limits assumed): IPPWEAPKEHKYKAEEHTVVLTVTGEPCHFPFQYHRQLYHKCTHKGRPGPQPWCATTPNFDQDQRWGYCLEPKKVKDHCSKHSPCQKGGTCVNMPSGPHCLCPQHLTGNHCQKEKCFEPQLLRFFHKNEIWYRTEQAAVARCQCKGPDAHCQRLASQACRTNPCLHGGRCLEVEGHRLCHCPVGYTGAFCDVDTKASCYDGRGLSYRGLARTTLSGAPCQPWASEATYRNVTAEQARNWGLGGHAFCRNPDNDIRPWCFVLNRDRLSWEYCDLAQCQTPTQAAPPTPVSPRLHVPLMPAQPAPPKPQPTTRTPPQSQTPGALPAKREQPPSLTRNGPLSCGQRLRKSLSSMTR
Target sequence (P00748 373-615 limits assumed): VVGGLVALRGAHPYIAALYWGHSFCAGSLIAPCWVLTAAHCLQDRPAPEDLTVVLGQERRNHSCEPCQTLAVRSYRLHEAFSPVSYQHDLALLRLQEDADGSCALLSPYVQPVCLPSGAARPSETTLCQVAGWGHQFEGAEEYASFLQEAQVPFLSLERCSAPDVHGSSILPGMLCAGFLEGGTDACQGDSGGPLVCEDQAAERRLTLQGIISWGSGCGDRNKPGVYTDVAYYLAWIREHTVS
FXIa inh mix = FXIa protease inhibitors in compound pools, primary screen, biochemical, 10-compound mixtures; Coagulation factor XI (Homo sapiens), P03951; purified FXIa, fluorogenic substrate, pooled mixtures; 0.19% of 62,000 active; inhibition, % at 5 µM; AID 680, 2007;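 further: each value is inhibition by a whole ten-compound pool holding the compound; 0% = enzyme with no mixture and 100% = wells lacking enzyme; strong numbers were not always called active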
C1s block = complement C1s protease inhibitors, primary screen, biochemical, 10-compound mixtures; Complement C1s subcomponent (Homo sapiens), P09871; purified C1s, fluorogenic AMC substrate, pooled mixtures; mean inhibition % of two 10-compound mixtures (active compounds read high), % at 5 µM (by protocol); 0.16% of 62,000 active; AID 538, 2006;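 active means inhibition above 20% in each of the two 10-compound mixture wells holding the compound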;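 further: 0% = enzyme wells lacking compound mixture and 100% = no-enzyme blank wells; some compounds called inactive have numbers as strong as hits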
CatL block = inhibitors of human cathepsin L, biochemical. purified cathepsin L, fluorogenic substrate, fluorescence. 0.17% of 58,000 active. Procathepsin L (Homo sapiens), P07711. inhibition, %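 (tested at 10 µM)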; in the data active means inhibition above about 45%;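 further: 0% = enzyme with no compound and 100% = no enzyme blank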
Abs 340nm = compound light absorbance at 340 nm, profiling panel, artefact control, biochemical, MLSMR library, data from PS, PMK, MK assays; compound absorbance at 340 nm, fold over control; fold change at 10 µM; 65,000 tested, under 10 active; AID 708, 2007;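 active means at 10 µM dose, initial 340 nm absorbance at least 2 fold that of control wells; inactive means change under 2 fold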;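 further: initial absorbance extrapolated from kinetic A340 decline of NADH oxidation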
CatB mix inh = cathepsin B inhibitors from pooled compounds, primary screen, biochemical, compound mixtures, AMC fluorescence | inhibition, %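 (ten-compound pools at 5 µM per compound and 50 µM total)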 | 0.06% of 62,000 active | P07858 | Purified cathepsin B, AMC dipeptide fluorescence; in the data active means inhibition above about 22%, passing the limit was not always enough; inconclusive means no clear call, values can overlap the other calls;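 further: 0% = enzyme without compound and 100% = no enzyme blank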
Cathepsin G inh = human cathepsin G inhibitors, primary screen, biochemical, pooled compound mixtures, AMC fluorescence; purified enzyme, AMC-tetrapeptide fluorescence; inhibition, % at 5 µM (by protocol); AID 581, 2007; 0.2% of 62,000 active; P08311;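 active means inhibition above 20% in each of the two mixture wells holding the compound; inactive means inhibition of 20% or less in either well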;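 further: 0% = enzyme control without mixture and 100% = blank lacking enzyme; strong numbers were not always called active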
Target sequence (P08311 21-244 limits assumed): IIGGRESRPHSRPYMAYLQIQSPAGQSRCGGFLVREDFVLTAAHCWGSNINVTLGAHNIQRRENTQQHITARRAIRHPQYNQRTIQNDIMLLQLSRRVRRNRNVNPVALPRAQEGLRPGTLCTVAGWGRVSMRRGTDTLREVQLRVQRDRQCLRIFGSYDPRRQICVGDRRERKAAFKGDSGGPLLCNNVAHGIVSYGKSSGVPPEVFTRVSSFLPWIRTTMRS
CatS inh = inhibitors of human cathepsin S, biochemical, compound mixtures; P25774; recombinant cathepsin S, AMC dipeptide fluorescence, pooled mixtures; inhibition, %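 (tested at 5 µM per compound within 10-compound mixtures)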; 0.06% of 62,000 active; AID 501, 2006; in the data active means inhibition above about 32%, passing the limit was not always enough; inconclusive means no clear call, values can overlap the other calls;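 further: 0% = enzyme without compound and 100% = blank without enzyme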
Target sequence (P25774 115-331 limits assumed): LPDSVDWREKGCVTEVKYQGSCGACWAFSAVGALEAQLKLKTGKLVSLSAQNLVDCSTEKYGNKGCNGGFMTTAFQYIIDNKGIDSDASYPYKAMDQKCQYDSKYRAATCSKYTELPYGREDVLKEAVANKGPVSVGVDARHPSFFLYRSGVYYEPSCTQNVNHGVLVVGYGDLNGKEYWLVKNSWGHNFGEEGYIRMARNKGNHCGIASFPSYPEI
* = called active by the depositor; ? = inconclusive; . = no result given. Unless noted, no stated cut-off is given here; in the data, active means inhibition above about 20% (passing the limit was not always enough); inactive means the rest. Only part of the results is shown; count on the stated rates, not on these rows.

CatB inh	FXIIa mix inh	FXIa inh mix	C1s block	CatL block	Abs 340nm	CatB mix inh	Cathepsin G inh	CatS inh	compound
-6.8	11.9	2.5	-33.8	-43.2	1.1	-8.6	-4.8	-7.6	COc1c(N2CCNC(C)C2)c(F)cc2c(=O)c(C(=O)O)cn(C3CC3)c12 (stereo not given)
-3.8	-3.2	6.8	5.5	-2.7	1	7.1	3.3	3.7	COc1ccc(C(=O)N2CCN(c3nc4cc(C)ccc4cc3C#N)CC2)c(OC)c1
1.5	3.6	-25.0	-175.5	-4.6	1.02	-3.4	-13.6	-16.4	COc1ccc(C(=O)N2CCN(c3ccc(C)c(C)c3)CC2)cc1OC
2.8	0.3	12.7	-2.2	20.8	0.97	-2.7	6.0	2.0	COc1ccc(C2Sc3nncn3N2Cc2ccc(C#N)cc2)cc1 (stereo not given)
1.7	-17.5	-5.0	-12.5	-1.5	0.98	2.5	-9.9	6.0	CC(=O)Nc1c(O)nc(SCC(=O)Nc2nnc(CC(C)C)s2)[nH]c1=O
1.5	8.2	6.6	18.0	23.2	1.01	6.0	-25.8	8.3	Cc1cc(S(=O)(=O)NCC(=O)O)ccc1F
-0.5	6.1	-5.5	-12.0	-8.0	1.01	-3.4	0.1	7.7	O=C(Nc1ccc(F)c(F)c1)c1ccc2c(c1)OCO2
1.8	15.7	6.8	0.9	19.9	0.98	-3.4	7.9	-14.3	COc1cccc(-n2nnc3c(=O)n(Cc4ccccc4F)cnc32)c1
5.7	2.1	10.4	11.8	9.1	0.98	6.5	6.5	15.3	COc1ccc(Cc2nnc(NS(=O)(=O)Cc3ccccc3)s2)cc1
-0.3	-0.7	6.7	15.6	17.8	1.02	-1.1	-1.1	18.5	O=C(NC(=O)N1CCN(c2ccccc2F)CC1)c1ccccc1
-4.9	3.9	7.8	3.1	-8.7	1.06	4.2	-0.1	-3.9	O=c1c2ccccc2nc2n1CCCS2
2.1	0.4	2.6	-2.9	9.4	1.01	1.4	0.1	18.6	CCOC(=O)c1c(NC(=O)CSc2n[nH]c(-c3ccco3)n2)sc(C)c1C
1.4	3.5	4.2	-4.8	2.3	1	-1.9	-4.0	6.0	Cc1cc(N2CCOCC2)cc(C)[n+]1[O-]
0.2	-22.7	-18.4	-81.8	17.9	1	-3.9	-14.4	-5.2	N#CNC1=NCN(CCc2ccccc2)CN1
1.8	0.1	9.3	5.8	-3.0	0.99	0.2	-0.9	4.5	CCC(C)(C)n1nnnc1C(c1ccc(N(C)C)cc1)N1CCN(C2CCCCC2)CC1 (stereo not given)
-3.9	2.0	2.6	-2.8	-6.6	1.03	2.0	-0.9	-8.3	Cc1nnc(OCc2nc3ccccc3n2C)c2ccccc12
-4.5	-12.7	2.5	-10.1	-13.2	1.09	1.7	-2.1	-1.2	CCOC(=O)c1cc2c(=O)n3ccccc3nc2n(CCCOC)c1=NC(=O)c1cccnc1
0.9	4.9	2.7	-21.4	0.6	1.04	-1.9	-7.5	12.2	CCOC(=O)C1=C(C)NC(=O)NC1c1ccc(NC(C)=O)cc1 (stereo not given)
-2.5	13.1	-7.5	-25.2	-2.4	1.02	-1.6	-1.4	-8.7	NC(CC(=O)OC1CCCCC1)C(=O)OC1CCCCC1 (stereo not given)
0.9	0.9	0.2	-45.5	-2.4	0.98	0.3	-10.3	12.6	c1ccc(SCc2nc3ccccc3[nH]2)nc1
2.6	-0.3	2.0	11.7	3.0	1.02	1.6	6.3	0.4	Cn1c(NC(=O)C2c3ccccc3Oc3ccccc32)cc(=O)n(C)c1=O
6.5	-0.1	0.6	-9.7	3.6	1.06	3.2	-2.5	16.6	CCOC(=O)c1cnc2ccc(C(=O)OC)cc2c1NCc1ccco1
2.5	11.7	8.8	-6.6	.	1.07	6.4	-0.1	19.3	CSc1nc(NCc2ccco2)c2c3c(sc2n1)CN(C)CC3
9.5	-1.5	6.0	-1.6	3.2	0.99	6.5	-8.0	5.9	O=c1cc(CSc2nnc(COc3ccc(Cl)cc3)o2)c2ccccc2[nH]1
-1.5	15.2	7.5	2.6	-0.9	0.96	5.8	1.5	5.4	CCN(CC)C(=O)N1CCC(NC(=O)c2ccccc2)CC1
0.9	6.0	6.3	-20.3	7.8	0.99	5.7	-7.1	?	CC(C)(C)c1cnnn1-c1ccc(NC(=O)c2ccc3c(c2)OCO3)cc1
-5.1	1.6	6.1	-25.4	4.3	1.05	4.9	2.0	2.2	COc1ccc(C(NC(N)=O)c2ccccc2)cc1 (stereo not given)
1.2	4.5	6.7	-1.6	0.9	1.02	0.2	2.9	4.7	CCn1c(SCC(=O)Nc2cccc(C)c2)nc2c(c1=O)SC(C)C2 (stereo not given)
2.7	13.2	-1.1	8.5	5.8	1.04	1.6	0.7	2.6	COc1ccc2[nH]c(O)c(NC(C)=O)c2c1
1.1	8.3	8.2	3.2	-4.5	1.01	5.7	11.9	-5.6	O=C1OCCC1N1C(=O)c2ccccc2S1(=O)=O (stereo not given)
1.5	5.1	-2.6	-1.4	-7.8	1.03	1.1	11.4	-1.9	Cc1ccc(CCNC(=O)c2coc3nc4ccccc4nc23)cc1
-2.1	0.7	0.6	-54.0	18.1	1	1.2	-3.7	2.6	Cc1cc(C)n2c(SCC#N)nnc2n1
3.7	4.2	3.1	2.1	2.2	1.09	4.4	-6.2	16.8	CCOC(=O)C1=C(C)N=c2s/c(=C\C(=O)OC)c(=O)n2C1c1ccc(OC)cc1 (stereo not given)
1.3	2.0	3.0	3.8	.	1.03	4.2	-1.2	-3.0	O=C(Nc1nc2c(s1)CCc1ccccc1-2)c1ccco1
2.0	-0.8	8.6	1.9	2.9	1.01	-1.2	4.5	12.0	COc1ccc(C2C(C#N)=C(N)OC(C(C)(C)C)=C2C#N)cc1OC (stereo not given)
3.3	9.5	7.9	11.5	7.2	1	0.4	6.5	-2.9	O=S(=O)(NC1CCCCC1NCc1ccco1)c1ccccc1 (stereo not given)

Sorted by the number under CatS inh (rising): some entries from above.
CatB inh	FXIIa mix inh	FXIa inh mix	C1s block	CatL block	Abs 340nm	CatB mix inh	Cathepsin G inh	CatS inh	compound
-5.1	1.6	6.1	-25.4	4.3	1.05	4.9	2.0	2.2	COc1ccc(C(NC(N)=O)c2ccccc2)cc1 (stereo not given)
-2.1	0.7	0.6	-54.0	18.1	1	1.2	-3.7	2.6	Cc1cc(C)n2c(SCC#N)nnc2n1
1.2	4.5	6.7	-1.6	0.9	1.02	0.2	2.9	4.7	CCn1c(SCC(=O)Nc2cccc(C)c2)nc2c(c1=O)SC(C)C2 (stereo not given)

Going on with the list:
CatB inh	FXIIa mix inh	FXIa inh mix	C1s block	CatL block	Abs 340nm	CatB mix inh	Cathepsin G inh	CatS inh	compound
5.4	11.2	3.3	11.5	-3.4	1.01	0.6	6.1	-7.3	COc1ccc(CCNC(=O)C2CCN(S(=O)(=O)N3CCOCC3)CC2)cc1OC
-3.0	3.9	3.9	2.7	-5.5	1.01	-5.2	3.4	-9.2	O=C(O)Cn1nc2ccccc2n1
4.0	11.5	9.1	16.1	4.0	1.03	5.9	9.9	8.1	c1ccc(CCN2CCN(c3ncnc4c3cnn4-c3ccccc3)CC2)cc1
0.8	15.3	1.2	13.3	5.7	1.03	2.6	9.8	0.7	O=C(c1ccccc1)c1ccc(OCC(O)CN2CCCCC2)cc1 (stereo not given)
-4.2	10.4	6.6	6.2	2.7	0.99	7.6	1.4	-2.9	CCc1ccc(NC(=O)N(CCN2CCOCC2)C2CCN(C(C)=O)CC2)cc1
2.0	7.2	2.5	2.1	24.7	0.99	1.4	7.3	2.3	C/C(Cl)=C\CSc1nnc2n(N)c(=O)c3ccccc3n12
1.9	-12.0	4.3	-10.8	16.2	1.06	1.4	8.4	1.9	NC(=O)c1cc(-c2ccccc2)sc1NC(=O)Cc1ccc(S(=O)(=O)N2CCOCC2)s1
0.6	1.2	7.7	13.5	3.3	1.04	1.2	9.6	-12.0	COc1cc(S(=O)(=O)Nc2cccnc2)ccc1F
-2.6	4.2	18.3	7.2	2.3	1.08	7.4	39.1	4.1	Fc1ccc(N2CCN(c3nc(-c4ccco4)cc(C(F)(F)F)n3)CC2)cc1
6.9	1.0	-7.1	-4.5	9.9	1.09	-2.1	8.2	9.9	CCOC(=O)c1nn(-c2ccccc2)c(=O)c(C#N)c1C
-3.1	-3.2	-8.9	-6.2	6.2	1.01	-4.3	1.2	8.5	Cc1cccc2cc3c(NC(=O)c4ccccn4)nn(C)c3nc12
-2.3	12.2	10.0	5.3	-5.2	1.08	4.4	-0.8	-2.4	O=C(Nc1cc(C(=O)N2CCOCC2)ccc1N1CCCC1)c1cccs1
5.7	4.3	-3.5	1.1	-4.5	1.17	2.9	-2.2	1.0	CC(=O)c1ccc(N2CCN(C(=O)C3CCC3)CC2)cc1
1.9	5.7	1.1	5.6	8.3	1.04	2.9	6.6	3.6	CCOC(=O)C(C)n1cnc2sc3c(c2c1=O)CCC3 (stereo not given)
7.2	6.0	4.7	13.1	19.3	1.03	-0.3	29.4	-2.6	Clc1ccc(OCc2nnc(-c3ccccc3Br)o2)cc1
-1.5	-0.5	0.0	-2.6	-1.8	1.02	2.1	7.9	-0.2	CCS(=O)(=O)NCc1cn2ccsc2n1
-4.4	-2.9	-21.9	-136.8	-3.8	0.99	-3.0	-15.4	-29.4	CCCCNC(=O)c1cc(-c2ccc(F)cc2)on1
1.0	-15.3	4.3	10.5	8.7	1.09	4.2	12.2	-11.1	CCSc1nnc(NC(=O)c2ccc(C)o2)s1
6.3	8.4	-2.4	2.9	21.6	1.07	-2.2	7.2	?	COc1ccc(-c2noc(-c3ccc(Br)o3)n2)cc1OC
1.7	11.1	-22.3	-148.3	-8.2	1.01	-15.7	-15.6	-12.6	COc1ccc(C2C(C#N)=C(C)NC3=C2C(=O)CC(C)(C)C3)c(OC)c1 (stereo not given)
-4.9	4.5	3.3	2.0	-1.6	1	3.9	0.0	-5.9	C1CCC(c2nn3c(-c4n[nH]c5c4CCC5)nnc3s2)CC1
-1.0	-18.1	4.1	-34.1	-12.7	1.09	-1.6	-8.7	-5.4	Cc1nn(CCC(=O)O)c2nc(-c3cccnc3)cc(C(F)(F)F)c12
-0.8	7.5	1.8	-24.0	-5.2	1	-9.0	-5.4	-13.9	NC(=O)C1CCN(C(c2ccccc2Cl)c2nnnn2CC2CCCO2)CC1 (stereo not given)
-0.6	2.8	4.2	5.0	5.4	1.05	0.7	0.2	3.4	CSc1ccc(S(=O)(=O)Nc2ccc(NC(C)=O)cc2)cc1
2.6	0.0	-24.8	-27.7	-2.5	0.99	-15.1	-8.1	-11.7	CCOC(=O)C1=C(CN2CCN(c3ccc(F)cc3)CC2)NC(=O)NC1c1cccs1 (stereo not given)
-0.2	8.0	-3.6	18.7	-28.5	1.14	5.4	-3.9	18.6	O=C(CCSc1nc(-c2ccc3c(c2)OCO3)cc(C(F)(F)F)n1)NCc1ccco1
4.9	5.0	11.1	-54.5	19.7	0.98	-4.8	-4.7	3.9	CC(=O)N1CCN(C(=O)CCc2c[nH]c3ccccc23)CC1
5.0	6.5	-2.0	4.4	14.7	1.06	2.1	10.0	10.7	CCN1C(=O)/C(=C2/C=CC=CN2C)SC1=S
-2.1	-13.1	4.7	6.0	4.8	0.99	1.4	7.6	5.9	COCCCn1c(SCC(=O)N(C)C)nnc1-c1ccccc1
0.8	5.6	6.2	10.4	-1.3	0.99	3.9	8.8	-3.9	Cc1c(C(=O)N2CCN(c3ccccc3)CC2)sc2ncnc(N3CCN(c4ccccc4)CC3)c12
